SW480 rerep – A quantitative high throughput screen for small molecules that induce DNA re-replication in SW480 colon adenocarcinoma cells; Potency, µM (doses to about 46.1 µM), without a hit: at the top dose re-replication activation, hits mostly activators; SW480 DNA re-replication, Hoechst DNA content imaging, 48 h; hit rate 1.8% among 340,000; note: potency is the fitted concentration of half-maximal effect; % of control where 0% means no effect; nearly all actives have a fitted effect of over 55% in size
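First, 250 cells per well were seeded. Next, compound or vehicle (23 nL) was pinned in, plates sat 48 hr at 37 C. Finally Hoechst was added for 40 min before fluorescence scanning.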
IL-1B inflam inh – qHTS for Inhibitors of Inflammasome Signaling: IL-1-beta AlphaLISA Primary Screen; THP-1 LPS/ATP IL-1B secretion, AlphaLISA, 16 h; active compounds read low; activity change, % at 57.5 µM; hit rate 4.7% among 360,000; in the data active = activity change below about -50%; inconclusive = mostly about -30% to -49%; note: % is set by controls: 0 for no effect and ±100 for the full control effect
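THP-1 cells pretreated 1 hr with compounds (up to 57.5 uM final), then stimulated with LPS (250 ng/mL final) plus ATP (1.25 mM final); secreted IL-1B measured by AlphaLISA after 16 hr, decreased signal indicating inhibition.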
DRD3 agonist – qHTS of D3 Dopamine Receptor Agonist: qHTS; hit rate 0.58% among 410,000; D3R DiscoveRx beta-arrestin cells, luminescence, 90 min; D(3) dopamine receptor (Homo sapiens), P35462; max activation, %; in the data active = max activation above about 30%; note: 0% is about no effect; mostly tested at two doses, the higher about 12 µM
Target sequence (P35462 whole entry, looked up): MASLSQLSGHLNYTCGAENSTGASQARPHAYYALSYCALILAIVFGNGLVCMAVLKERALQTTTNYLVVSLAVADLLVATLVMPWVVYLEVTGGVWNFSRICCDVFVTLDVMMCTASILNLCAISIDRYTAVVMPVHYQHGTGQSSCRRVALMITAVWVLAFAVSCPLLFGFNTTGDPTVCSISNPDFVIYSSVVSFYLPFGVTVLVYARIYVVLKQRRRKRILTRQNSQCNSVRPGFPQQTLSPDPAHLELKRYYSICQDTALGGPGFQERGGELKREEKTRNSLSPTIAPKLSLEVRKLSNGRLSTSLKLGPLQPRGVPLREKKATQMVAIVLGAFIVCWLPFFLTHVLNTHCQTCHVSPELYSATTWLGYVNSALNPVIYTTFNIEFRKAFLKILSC
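Agonist mode: compounds and dopamine controls were applied to plated cells for 90 min at 37 degrees C after an overnight attachment at 1500 cells/well. Luminescent read-out followed 30 - 60 minutes at room temperature with DiscoveRx detection reagent.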
HEK293 tox – qHTS of GLP-1 Receptor Inverse Agonists: Cytotox Screen. HEK293 cAMP-luciferase reporter cells, luminescence, 24 h. Potency, µM (series often up to 38.3 µM), for the others: at the top dose activity change, negative = inhibition, usual class: inhibitors. hit rate 0.13% among 410,000. AID 624418, 2012;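 note: loss of luciferase light is scored as toxicity; potency is the fitted concentration of half-maximal effect; % is set by controls: 0 for no effect and ±100 for the full control effect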
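Compound-treated cells are incubated 24 hr at 37 deg C under 5% CO2 after a 12 hour attachment period, then luciferase detection reagent is added and luminescence is measured following 12 min at room temperature; lowered signal indicates toxicity.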
HT1080-NT tox – qHTS for induction of synthetic lethality in tumor cells producing 2HG: qHTS for the HT-1080-NT fibrosarcoma cell line. HT-1080-NT fibrosarcoma viability, CellTiter-Glo ATP luminescence, 48 h. Potency, µM (doses to about 46.1 µM), inactives show top-dose activity, negative = less viability, actives largely listed as cytotoxic. hit rate 1.6% among 360,000;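 note: NT is the 2HG producing partner of a matched IDH1 knockdown line; potency is the fitted concentration of half-maximal effect; 0% = DMSO-treated cells and -100% = media-only wells without cells; nearly all actives have a fitted effect of over 55% in size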
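750 cells/well, RPMI + 5% FBS; 2 h settle, compound pin-transfer, 48 h at 37 degrees C. CellTiter-Glo 10 min RT, luminescence. Normalized to DMSO and media-only wells.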
KB-V1 MDR tox – qHTS assay for MDR1-selective chemotherapeutics: Primary screen using the drug-selected MDR subline cells KB-V1 | KB-V1 MDR cells viability, CellTiter-Glo, 72 h | Potency, µM (series often up to 46.1 µM), for inactives: at the top dose activity change, negative = cytotoxicity, actives largely listed as cytotoxic | hit rate 3.4% among 400,000; note: potency is the fitted concentration of half-maximal effect; % is set by controls: 0 for no effect and ±100 for the full control effect; nearly all actives have a fitted effect of over 60% in size
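Cells of the MDR subline KB-V1 are plated, dosed with compound at multiple concentrations, and incubated 72 h at 37 degrees C; CellTiter-Glo is then added and luminescence read after 10 min.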
HT1080 IDH1KD tx – qHTS for induction of synthetic lethality in tumor cells producing 2HG: qHTS for the HT-1080-IDH1KD cell line. HT-1080 IDH1 knockdown viability, ATP luminescence, 48 h. Potency, µM (highest dose often 46.1 µM), for the others: at the top dose activity, negative = toxicity, actives largely listed as cytotoxic. hit rate 2% among 360,000. AID 686971, 2013;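 note: potency is the fitted concentration of half-maximal effect; 0% = DMSO wells and -100% = cell-free medium wells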
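CellTiter-Glo luminescence after 48 h compound exposure at 37 degrees C of IDH1-knockdown HT-1080 cells in 5% FBS RPMI. %Activity scaled between DMSO wells and cell-free media wells, with curves fitted and assigned curve classes.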
KB-3-1 tox – qHTS assay for MDR1-selective chemotherapeutics: Primary screen using the parental adenocarcinoma cell KB-3-1; KB-3-1 viability, CellTiter-Glo ATP luminescence, 72 h; Potency, µM (doses to about 46.1 µM), for the others: at the highest dose activity change, negative = cytotoxic, usual class: cytotoxic; hit rate 1.4% among 400,000; note: potency is the fitted concentration of half-maximal effect; % is set by controls: 0 for no effect and ±100 for the full control effect; nearly all actives have a fitted effect of over 60% in size
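Using CellTiter-Glo luminescence, growth of non-resistant KB-3-1 adenocarcinoma cells is assessed 72 h after pin-tool compound addition at 37 °C. Normalized responses across the concentration series yield fitted curves.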
MCF10A rereplic – A quantitative high throughput screen for small molecules that induce DNA re-replication in MCF 10a normal breast cells | MCF 10A DNA re-replication, Hoechst nuclear intensity, 48 h | hit rate 2.9% among 350,000 | Potency, µM (series often up to 46.1 µM), for the others: top-dose activity, positive = re-replication, hits mostly activators; note: potency is the fitted concentration of half-maximal effect; % of control where 0% means no effect; nearly all actives have a fitted effect of over 50% in size
Numbers without * were called inactive; ? = inconclusive; / = not tested or not shown; [ ] = dose if it differs, or a comment. Unless noted, calls come from the whole dose curve; as a rule, active = well fitted curve in the direction sought with a large enough effect; inconclusive = small, poorly fitted or top-dose-only effect, or another doubt; inactive = no such curve, though single readings can be large; an effect the other way counts as inactive or inconclusive.

The line under a structure holds: SW480 rerep	IL-1B inflam inh	DRD3 agonist	HEK293 tox	HT1080-NT tox	KB-V1 MDR tox	HT1080 IDH1KD tx	KB-3-1 tox	MCF10A rereplic
1: CCC(NC(=O)CN1CCN(C(=O)c2cccs2)CC1)c1ccc(C)cc1 (configuration not stated)
 : -15%	0	-2	-7%	1%	11%	6%	-25%	-5%
2: Cn1c(C(C#N)/C(=N\S(=O)(=O)c2cccs2)c2ccccc2)nc2ccccc21 (configuration not stated)
 : 1%	23	-2	4%	-1%	?	6%	0%	-4%
3: COc1ccccc1CNC(=O)C(C)n1ccc2cc(S(=O)(=O)N3CCCC3)ccc21 (configuration not stated)
 : /	/	0	6%	/	?	/	-2%	/
4: O=C(O)CCN(Cc1ccccc1)S(=O)(=O)c1ccc(Cl)cc1F
 : 30%[1.84 µM]	18	-14	1%	-2%	?	5%	5%	-23%
5: CCCc1c(-c2cccc(Cl)c2)ncn1Cc1ccccc1OC
 : /	?	6	6%	?	16µM*	?	?	/
6: CCOC(=O)c1sc(NC(=O)CN(CC)CC)c(C(=O)OCC)c1C
 : 1%	-23	1	12%	14%	0%	3%	2%	13%
7: O=C(OC(C(=O)NCc1ccc2c(c1)OCO2)c1ccccc1F)c1ccco1 (configuration not stated)
 : -8%	15	1	-6%	-5%	3%	0%	1%	0%
8: COc1ccc(S(=O)(=O)N(C)C[C@@H]2OCc3cnnn3CCCC(=O)N([C@H](C)CO)C[C@H]2C)cc1
 : /	26	-9	5%	11%	5%	-2%	-5%	/
9: CCCC(=O)NCCc1cc2ccc(C)c(C)c2[nH]c1=O
 : 1%	1	3	0%	-4%	18%	0%	0%	3%
10: Cc1ccc2c(=O)cc(C(=O)Nc3c(C)n(C)n(-c4ccccc4)c3=O)oc2c1
 : /	/	8	0%	/	4%	/	0%	/
11: NC(=O)CC(NC(=O)c1cccc(Br)c1)c1ccc(N2CCC(N3CCCC3)CC2)c([N+](=O)[O-])c1 (configuration not stated)
 : -26%[9.22 µM]	-1	3	-2%	8%	17%	9%	0%	-5%
12: O=C(Nc1ccc(F)cc1Cl)n1ncc2cc(Cl)ccc21
 : /	/	-6	-8%	/	?	/	0%	/
13: Cc1cc(C)c2c(n1)nn1c(NCCCN3CCOCC3)cc(C)nc21
 : -14%	-10	-3	18%	3%	16%	-1%	-7%	0%
14: COc1ccccc1-c1ocnc1C(=O)N1CCN(S(=O)(=O)c2ccc(NC(C)=O)cc2)CC1
 : -5%	-5	3	-4%	5%	1%	4%	-10%	-4%
15: CC(/C=N/NC(=O)c1nn(C)c(C)c1Br)=C\c1ccccc1
 : -1%	0	-2	-14%	13%	?	17%	29%	-71%[inhibitor]
16: CCOC(=O)[C@]12CCC=C1N(Cc1ccccc1)C(=O)[C@H](CC(=O)NCc1cccc(C(F)(F)F)c1)C2
 : /	?	-6	-14%	?	-13%	?	-5%	/
17: O=C(C1COc2ccccc2O1)N1CCN(c2ccccc2O)CC1 (configuration not stated)
 : -1%	5	9	2%	-2%	9%	1%	1%	3%
18: Cc1nc(NS(=O)(=O)c2ccccc2)sc1C(C)(C)C
 : -138%[inhibitor]	0	-10	-6%	-3%	18µM*	-1%	-14%	-1%
19: CCC(CC)C(=O)N(C)c1c(C)nc2c(OCC(=O)C(C)(C)C)cccn12
 : /	25	7	1%	?	5%	11%	0%	/
20: Cc1cc(C(=O)N/N=C/c2c(C)n(C)c3ccccc23)n[nH]1
 : 232%	-13	2	0%	-3%	-2%	8%	13%	-2%
21: COc1cc(C(O)c2nc(-c3ccc(N(C)C)cc3)cs2)ccc1F (configuration not stated)
 : /	-62*	0	-5%	-1%	?	?	0%	/
22: COc1ccc(Nc2nc3c(S(=O)(=O)c4ccc(Br)cc4)nnn3c3ccsc23)c(OC)c1
 : /	/	-6	20%	/	4%	/	5%	/
23: COc1ccc(OC)c(/C=N/N=C(\N)c2nonc2N)c1
 : -2%	0	5	-2%	14%	2%	15%	0%	1%
24: CCC(C)[C@H](N)c1cn([C@@H](Cc2ccc(O)cc2)C(=O)N2CCNCC2)nn1 (some centres not stated)
 : -1%	9	13	-21%	-19%	26%	-1%	12%	-14%
25: CC(C)c1nnc2c(N(C)S(=O)(=O)c3ccccc3)nc3ccccc3n12
 : -4%	-10	0	-4%	1%	?	8%	10%	-1%
26: COc1ccc(-n2cc(-c3ccc(Cl)cc3)[nH]c2=S)cc1
 : -8%	4	-4	-6%	8%	2%	-10%	17%	-1%
27: Cc1ccccc1OCCn1cc(C(=O)C2CCCCC2)c2ccccc21
 : /	/	3	-4%	/	9%	/	7%	/
28: CCn1cnc2c1c(=O)n(CC(=O)Nc1ccc3c(c1)OC(F)(F)O3)c(=O)n2Cc1ccccc1
 : 0%	35	3	-15%	-19%	-13%	?	-3%	23%
29: O=C(NCCCN=C1NS(=O)(=O)c2ccccc21)c1ccc(S(=O)(=O)N2CCOCC2)cc1
 : 2%	-9	2	3%	11%	-1%	9%	2%	2%
30: C=CCNCC#CCOc1ccc(OC)cc1
 : 0%	-3	-5	-10%	1%	14%	-1%	15%	?
31: CCCCNC(=O)c1ccc(CS(=O)(=O)c2ccc(OC)cc2)o1
 : 6%	-18	-3	-19%	-7%	-4%	-9%	5%	-6%
32: COC(=O)c1ccc(N2CCOCC2)c(NC(=O)c2ccc3c(c2)OCO3)c1
 : -5%	-4	2	-2%	4%	-24%	0%	0%	-6%
33: CC(C)(C)C1=C(C#N)C(c2ccc3c(c2)OCO3)C(C#N)=C(N)O1 (configuration not stated)
 : 3%	16	3	-5%	-1%	-4%	10%	-11%	-8%
34: COC(=O)c1cc(NC2c3ccccc3C(=O)N2c2cccnc2)cc(C(=O)OC)c1 (configuration not stated)
 : -1%	11	2	-13%	7%	7%	0%	-1%	1%
35: CC(=O)c1cc(-c2ccc(F)cc2)n(CCC(=O)Nc2cccnc2)c1C
 : -2%	18	-1	-1%	0%	14%	6%	19%	0%
36: Cc1ccc2oc(C(=O)N3CCN(Cc4nccn4C)CC3)c(C)c2c1
 : -5%	-21	-1	-14%	-1%	3%	6%	19%	?
37: CCCn1c(SCC(=O)NCC(=O)Nc2ccc(F)c(F)c2F)nc2ccccc2c1=O
 : -1%	51	0	-19%	-1%	-8%	-1%	-1%	-2%
38: CCOC(=O)CSc1nnc(NC(=O)c2ccc3c(c2)OCO3)s1
 : 0%	-5	-18	1%	0%	/	-1%	/	2%
39: Cc1cc(C(=O)NCc2ccc(S(N)(=O)=O)cc2)ccc1[N+](=O)[O-]
 : 0%	16	-1	-9%	-6%	18%	-2%	15%	2%
40: C#CCNc1cc(C)nc2ncnn12
 : -9%	6	3	-7%	9%	4%	21%	1%	3%
41: O=C(CCC(=O)OCC(=O)c1ccc(Br)cc1)Nc1ccc(Br)c2cccnc12
 : -2%	49	1	-2%	-1%	21%	4%	-4%	-3%
42: CCCCOCCCNC(=O)C[C@@H]1C[C@@]2(C(=O)OCC)CCCC=C2N(Cc2ccc(Cl)cc2Cl)C1=O
 : /	-79*	-8	-16%	?	?	?	?	/
43: Cc1cc(C)nc(SCc2nnc(SCC(=O)Nc3cc(C(F)(F)F)ccc3Cl)o2)n1
 : -5%	22	2	3%	-2%	-7%	6%	0%	-5%
44: CS(=O)(=O)c1nc(-c2ccccc2)cc(-c2ccccc2)c1C#N
 : 6.5µM*	-56*	3	?	23µM*	0%	?	?	2.9µM*
45: COCCOC(=O)C1=C(C)NC2=C(C(=O)CC(C)(C)C2)C1c1cc2c(cc1Br)OCO2 (configuration not stated)
 : 2%	2	2	?	0%	-30%	0%	18%	2%
46: CC(C)c1nnc(NC(=O)c2ccc(N3C(=O)CCC3=O)cc2)s1
 : 1%	9	7	1%	14%	11%	15%	9%	1%
47: COc1cccc(-c2ccc(-c3noc(-c4cccs4)n3)c(OC)n2)c1
 : 29%	?	0	-7%	-5%	0%	-4%	-2%	?
48: Cc1cc(NC(=O)CSc2nnc(C3CC3)n2Cc2ccccc2)no1
 : -3%[9.22 µM]	3	-9	-3%	9%	0%	8%	11%	0%
49: Cc1ccc2nsnc2c1S(=O)(=O)N1CCN(C(=O)C2CCCO2)CC1 (configuration not stated)
 : -2%	12	3	9%	4%	0%	6%	-5%	2%
50: COc1ccc(N=Cc2sc(O)c3ccccc23)cc1
 : ?	-83*	2	43%[activator]	-11%	-10%	-5%	1%	?
51: COC(C[C@H]1O[C@@H]1C(=O)[C@H](C)OCc1ccccc1)OC
 : ?	?	13	-14%	-1%	?	-5%	0%	19%

Record cards (already shown). Order of screens: SW480 rerep | IL-1B inflam inh | DRD3 agonist | HEK293 tox | HT1080-NT tox | KB-V1 MDR tox | HT1080 IDH1KD tx | KB-3-1 tox | MCF10A rereplic
COCCOC(=O)C1=C(C)NC2=C(C(=O)CC(C)(C)C2)C1c1cc2c(cc1Br)OCO2 (configuration not stated) in the list: 2% | 2 | 2 | ? | 0% | -30% | 0% | 18% | 2%
O=C(CCC(=O)OCC(=O)c1ccc(Br)cc1)Nc1ccc(Br)c2cccnc12 in the list: -2% | 49 | 1 | -2% | -1% | 21% | 4% | -4% | -3%

Not a hit list. Share with any hit: about 11%.
